# Bioassay records from PubChem BioAssay.
# hiPSC survival: enhancers of human iPSC single-cell survival; hiPSC single-cell survival, ATPlite luminescence; 100% = ROCK inhibitor wells, 0% = DMSO; survival enhancement, % at 20 µM; 360,000 compounds, 0.044% hits; AID 602274; in the data active = survival enhancement above about 18%;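 note: cells exposed to compounds for 16 hours before the ATP read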
# CaV13 FRET inh: Primary screen for inhibitors of IQ motif and Ca2+-dependent inactivation inhibitor domain binding in CACNA1D, Förster resonance energy transfer in living cells, …; HEK cells, CFP/YFP FRET ICDI-IQ, plate reader, 10 min; percent FRET-ratio fall versus neutral wells; inhibition, % at 12.3 µM; 340,000 compounds, 0.098% hits; AID 743397;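 active = mean replicate inhibition of at least 30% and at least 1% of replicates passing that level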;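 note: 0% = median of the neutral control wells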
# HIF-2a block: HIF-2a inhibition; 786-0 RCC cells HIF-2a reporter, luciferase luminescence, overnight; inhibition, % at 18.8 µM; 360,000 compounds, 0.72% hits; AID 624352;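 active = inhibition of the luminescence signal of 40% or more relative to plate controls, in a single-dose primary screen at 18.75 µM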
# Peg3 prom inh: Peg3 promoter activity inhibition; inhibition, % at 20 µM; HeLa PEG-Prom luciferase reporter, luminescence, overnight; 360,000 compounds, 1.7% hits;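 active = inhibition of at least 50% at 20 µM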
# PDI turbidity: PDI (human) enzyme inhibition; P07237; PDI insulin aggregation turbidity, A650, 90 min; inhibition, % at 10 µM; 350,000 compounds, 0.052% hits;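 active = mean inhibition across replicates of 30% or more, whatever share of single replicates reach that level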;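 note: absorbance from insulin aggregation driven by PDI reduction with DTT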
# NR2E3 ag-1: agonists of human NR2E3 nuclear receptor; 360,000 compounds, 0.35% hits; Q9Y5X4; CHO-S Gal4-NCOR/VP16-NR2E3 two-hybrid, luciferase; inhibition of corepressor binding, % at 3.98 µM; AID 602229;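 active = inhibition above the mean of all tested compounds plus 3 SD, cut at about 70% in these data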;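 note: 0% = DMSO with NR2E3 transfected cells and 100% = cells lacking NR2E3 construct; higher means lower luciferase signal from less NR2E3 corepressor binding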
# Target sequence (Q9Y5X4 whole entry, looked up, the tested form may be a part): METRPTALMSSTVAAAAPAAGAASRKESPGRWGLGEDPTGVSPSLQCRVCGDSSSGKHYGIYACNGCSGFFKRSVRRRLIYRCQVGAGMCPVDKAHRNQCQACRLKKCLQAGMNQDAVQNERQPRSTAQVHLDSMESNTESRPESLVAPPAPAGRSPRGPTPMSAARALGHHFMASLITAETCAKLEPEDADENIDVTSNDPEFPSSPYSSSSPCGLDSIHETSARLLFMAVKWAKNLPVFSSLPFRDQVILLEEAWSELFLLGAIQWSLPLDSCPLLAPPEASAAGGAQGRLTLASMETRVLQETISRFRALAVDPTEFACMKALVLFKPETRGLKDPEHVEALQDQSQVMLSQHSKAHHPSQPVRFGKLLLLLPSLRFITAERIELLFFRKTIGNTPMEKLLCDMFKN
# Shn3 3UTR inh: Schnurri-3 reporter inhibition in Clone20 osteoblasts | Clone20 osteoblast Shn3 3'UTR firefly luciferase, 24 h | inhibition, % at 12.5 µM | 360,000 compounds, 0.52% hits | AID 588674;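 active = mean inhibition of at least 75% with every replicate also reaching 75%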;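 note: 0% = median of neutral control wells and 100% = pilot-screen positive control compound; some compounds past the cut are filed as inactive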
# NR2E3 ag-2: NR2E3 (human) agonism. 320,000 compounds, 0.12% hits. AID 2300. inhibition of corepressor binding, % at 4.78 µM. GST-NR2E3/biotin-RetCOR TR-FRET, 1536-well;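 active = percent inhibition above the cutoff of mean plus 3 SD of all tested compounds, set per screening campaign, cut at about 20% in these data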;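 note: 0% = DMSO wells and 100% = biotin wells as full block of FRET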
#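 Test system: GST-NR2E3 and biotin-RetCOR proteins | Quantity: 1.35 nM GST-tagged NR2E3 final | Medium: Tris pH 7.5 | Also added: 7 nM biotin-RetCOR | Dosing: Compound at 4.8 µM, single dose | Timing: 5 h at 4 °C | Detection: Time-resolved FRET | Read-out basis: Percent inhibition | Benchmarks: Biotin wells as high control, 0.6% DMSO wells as low control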
# HTR2A ag: mouse HTR2A agonism via beta-arrestin recruitment | P35363 | CHO-K1 mHTR2A beta-arrestin complementation, luminescence; percent of 30 µM serotonin response | activation, % at 7.6 µM | 360,000 compounds, 0.66% hits;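 active = activation above a run cutoff, the mean activation of all tested compounds plus 3 SD, cut at about 14% in these data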;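 note: 0% = plate median of compound wells and 100% = 30 µM serotonin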
# Target sequence (P35363 whole entry, looked up): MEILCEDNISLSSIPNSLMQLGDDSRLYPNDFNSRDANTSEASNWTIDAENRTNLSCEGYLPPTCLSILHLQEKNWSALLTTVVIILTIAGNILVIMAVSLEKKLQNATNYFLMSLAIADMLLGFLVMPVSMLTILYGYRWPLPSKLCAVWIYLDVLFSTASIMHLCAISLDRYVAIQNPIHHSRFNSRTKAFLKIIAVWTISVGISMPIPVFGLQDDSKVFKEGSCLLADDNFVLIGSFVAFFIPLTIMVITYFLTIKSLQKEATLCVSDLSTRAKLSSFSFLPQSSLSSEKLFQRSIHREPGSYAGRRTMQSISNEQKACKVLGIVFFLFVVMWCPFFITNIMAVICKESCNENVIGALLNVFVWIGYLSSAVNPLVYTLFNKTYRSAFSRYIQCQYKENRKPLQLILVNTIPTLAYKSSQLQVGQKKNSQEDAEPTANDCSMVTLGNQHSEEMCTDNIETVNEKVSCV
# MITF TRPM1 inh: inhibitors of MITF-driven TRPM1 promoter in melanoma cells | inhibition, % at 12.5 µM | SK-MEL-5 TRPM1 promoter luciferase, 24 h | 330,000 compounds, 0.83% hits;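 active = mean inhibition across replicates of 60% or more, whatever share of single replicates reaches that level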; note: values of inactives mirror those of a sister screen read the other way
# Cardio protect: myocardial damage modulation in H9c2 cells; H9c2 cardiomyocytes, H2O2 injury protection, ATPLite, 2 h; protection from H2O2 cell death, % at 20 µM; 360,000 compounds, 0.63% hits;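 active = compounds giving at least 50% protection of heart cells from peroxide-induced death in the single-dose screen, raw or plate-pattern-corrected value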;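 note: 0% = DMSO wells with peroxide and 100% = DMSO wells without peroxide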
# Starred values were filed as active, the others as inactive; · = no result given.
SMILES,hiPSC survival,CaV13 FRET inh,HIF-2a block,Peg3 prom inh,PDI turbidity,NR2E3 ag-1,Shn3 3UTR inh,NR2E3 ag-2,HTR2A ag,MITF TRPM1 inh,Cardio protect
COCC(=O)N1CCC2CC1c1cc(Cl)ccc12 (stereo not drawn),-0.1,-6,8,-10,10,-13,-12,·,-1,-5,6
CCC(=O)NC(c1cc(Cl)c2cccnc2c1O)C1CC1 (stereo not drawn),-2.6,-5,15,36,0,-34,78,2,-14,34,33
Nc1ccccc1-n1nc2ccc3ccccc3c2n1,-3.6,-6,-204,-278,0,-152,-52,·,-2,·,-21
Nc1cc(N)nc(SCc2ccccc2)n1,-1.5,-5,-163,-187,-2,-85,-55,1,-2,-51,-1
O=S(=O)(c1ccccc1)N1CCC2(CC1)CO2,-0.1,-4,5,12,-4,-29,-17,1,1,11,4
CCc1nnc(NC(=O)CC23CC4CC(CC(Br)(C4)C2)C3)s1,0.4,-5,21,7,2,-14,3,1,-2,13,1
CCOC(=O)c1sc(NC(=O)CSc2nc3c(c(-c4ccc(OC)cc4)c2C#N)CCCC3)c(C#N)c1C,-0.5,·,5,12,-4,-10,·,-2,1,16,-10
COc1ccccc1NC(=O)Nn1cnnc1,3.7,-5,5,-2,-7,1,-3,1,6,-16,0
Cc1ccc(NC(=O)NCC2CCN(Cc3cccc(Cl)c3)CC2)cc1Cl,-0.6,-4,5,83*,-3,9,-4,0,-4,52,-13
CCOC(=O)c1[nH]c2ccc(Br)cc2c1NC(=O)CCN1CCC(C(=O)OCC)CC1,7.3,-4,-44,-22,3,5,21,2,0,12,-9
c1ccc(C2=NNC(c3ccco3)=Nc3ccccc32)cc1,2.4,-7,-1,-10,2,14,4,-3,-1,·,-13
Cc1cc(OCC(=O)Nc2cccc(S(=O)(=O)N3CCCC3)c2)ccc1Cl,0.2,-7,-9,9,-9,-19,15,·,2,14,-18
O=C(Nc1ccc(N2CCOCC2)c(Cl)c1)c1cccc(-n2cnnc2)c1,1.6,·,17,11,0,-5,-2,0,0,10,1
Cc1onc(-c2ccccc2)c1C(=O)NC(=S)NNC(=O)c1ccc(O)cc1,-0.9,-6,11,9,-1,33,41,-1,-1,5,34
CC1CCCCN1CC(O)COCc1ccccc1 (stereo not drawn),2.4,-4,16,-64,9,-19,9,·,-2,11,2
Cc1ccc(C)c(-n2c(-c3ccc(Br)cc3)csc2=NC(=O)c2ccccc2F)c1,0.9,-5,9,20,1,-7,43,-1,3,14,-8
Cc1ccc(-c2csc3ncnc(OCC(=O)NC(=O)NCc4ccco4)c23)cc1,4.7,-8,-11,4,8,3,-7,5,0,2,-4
O=S(=O)(O/N=C1\CCCc2ccccc21)c1ccccc1,-1.5,-6,2,5,7,-12,11,1,6,-7,-2
Cc1nonc1C1CCCN1Cc1nc(-c2ccc(F)cc2F)oc1C (stereo not drawn),-0.3,-6,11,28,-1,-17,14,-2,-3,5,-2
Cc1ccc(/C=[N+](/[O-])C2SC(=S)N(C)C2(C)C)cc1 (stereo not drawn),-1.3,-6,19,2,-5,14,-8,-4,5,0,-1
COc1ccc(OCc2cc(C(=O)NC(C)Cn3cncn3)no2)c(Cl)c1 (stereo not drawn),0.3,-2,-138,-171,-8,-43,-56,1,-5,-36,-5
Cc1nc2ccccc2n1C(=O)c1cc(-c2ccc(Br)cc2)nc2ccccc12,-2.6,-2,-87,-36,-2,-56,-52,2,5,-9,-18
COc1ccc(C(=O)c2c(-c3ccc(OC)cc3)oc3ccc(-c4cc(OC)c(OC)c(OC)c4)cc23)cc1,1.0,-10,14,0,2,-27,29,-5,-3,13,-8
COc1ccc(N(CC(=O)Nc2ccc3c(c2)OCCO3)S(=O)(=O)c2c(C)nn(C)c2C)cc1,-1.9,-2,9,5,·,-22,10,0,4,2,24
COC(=O)C(C)Sc1nc2c(cnn2-c2ccccc2)c(=O)[nH]1 (stereo not drawn),0.8,-3,-3,3,·,17,-15,1,3,·,2

# 11 structures from above, arranged by SMILES length, falling.
SMILES,hiPSC survival,CaV13 FRET inh,HIF-2a block,Peg3 prom inh,PDI turbidity,NR2E3 ag-1,Shn3 3UTR inh,NR2E3 ag-2,HTR2A ag,MITF TRPM1 inh,Cardio protect
COc1ccc(C(=O)c2c(-c3ccc(OC)cc3)oc3ccc(-c4cc(OC)c(OC)c(OC)c4)cc23)cc1,1.0,-10,14,0,2,-27,29,-5,-3,13,-8
COc1ccc(N(CC(=O)Nc2ccc3c(c2)OCCO3)S(=O)(=O)c2c(C)nn(C)c2C)cc1,-1.9,-2,9,5,·,-22,10,0,4,2,24
Cc1ccc(-c2csc3ncnc(OCC(=O)NC(=O)NCc4ccco4)c23)cc1,4.7,-8,-11,4,8,3,-7,5,0,2,-4
Cc1cc(OCC(=O)Nc2cccc(S(=O)(=O)N3CCCC3)c2)ccc1Cl,0.2,-7,-9,9,-9,-19,15,·,2,14,-18
O=C(Nc1ccc(N2CCOCC2)c(Cl)c1)c1cccc(-n2cnnc2)c1,1.6,·,17,11,0,-5,-2,0,0,10,1
Cc1ccc(NC(=O)NCC2CCN(Cc3cccc(Cl)c3)CC2)cc1Cl,-0.6,-4,5,83*,-3,9,-4,0,-4,52,-13
COC(=O)C(C)Sc1nc2c(cnn2-c2ccccc2)c(=O)[nH]1 (stereo not drawn),0.8,-3,-3,3,·,17,-15,1,3,·,2
CCC(=O)NC(c1cc(Cl)c2cccnc2c1O)C1CC1 (stereo not drawn),-2.6,-5,15,36,0,-34,78,2,-14,34,33
O=S(=O)(c1ccccc1)N1CCC2(CC1)CO2,-0.1,-4,5,12,-4,-29,-17,1,1,11,4
Nc1ccccc1-n1nc2ccc3ccccc3c2n1,-3.6,-6,-204,-278,0,-152,-52,·,-2,·,-21
COc1ccccc1NC(=O)Nn1cnnc1,3.7,-5,5,-2,-7,1,-3,1,6,-16,0

# Remaining list, next part
SMILES,hiPSC survival,CaV13 FRET inh,HIF-2a block,Peg3 prom inh,PDI turbidity,NR2E3 ag-1,Shn3 3UTR inh,NR2E3 ag-2,HTR2A ag,MITF TRPM1 inh,Cardio protect
Cc1ccc(C2CC2C(=O)NN)cc1 (stereo not drawn),-0.8,-8,9,-3,-2,-13,-27,-3,0,-8,5
C[C@H](CO)N1C[C@H](C)[C@@H](CN(C)C(=O)c2cc(-c3ccccc3)on2)OCc2cnnn2CCCC1=O,-2.5,·,2,-7,9,-32,-1,·,5,·,-10
CSc1ccc(C(=S)N2CCCCCC2)cc1,-0.6,-3,-55,-19,-4,-18,-46,4,3,-3,0
Cc1nc(SCC(=O)NCc2ccco2)c2c(C)c(C)sc2n1,6.4,-3,5,8,0,2,0,1,4,0,13
CCN(CC)C(=S)Oc1ccc(Cl)cc1Cl,4.4,7,4,-7,-2,-18,0,3,-1,10,2
Cc1nn(CCCC(=O)NCc2ccccc2)c(=O)c2nn(-c3ccccc3)c(C)c12,-0.3,-7,13,3,-2,-6,-15,-1,4,16,-4
CC(C)Sc1nc2ccccc2n1CC(N)=O,2.1,-4,12,11,-3,-15,0,-3,2,2,-1
COc1ccccc1N1C(=O)CC(Sc2nccc(C)n2)C1=O (stereo not drawn),-0.8,-5,19,-5,15,-7,1,2,12,3,6
COc1ccc(CCNC(=O)CCc2ccccc2)cc1OC,-0.6,-2,7,-6,-6,-24,17,-2,-1,·,-4
COCCn1c(N)c(N(Cc2ccccc2)C(=O)CN2C(=O)NC(C)(c3ccccc3)C2=O)c(=O)[nH]c1=O (stereo not drawn),0.0,-6,-3,0,2,-7,5,0,1,8,7
COc1ccc(C(=O)NCCCOC(=O)c2ccc(OC)cc2)cc1,-0.5,-4,9,13,-3,-10,3,2,6,-2,-2
CC1CCC2(CC1)Nc1ccccc1C(=O)N2c1ccccc1 (stereo not drawn),-2.9,-4,-133,-97,5,-29,-17,0,0,-59,11
COc1ccc(CC(NC(C)=O)C(=O)NC2CCN(C(=O)Nc3ccc(Cl)cc3)CC2)cc1OC (stereo not drawn),1.6,-4,5,1,15,-7,-12,5,1,-9,-4
O=C(NCc1ccc(F)cc1)C1(c2cccs2)CCOCC1,0.0,-5,9,6,4,-12,-6,-2,-2,0,3
COc1ccccc1C1c2[nH]c3ccccc3c2CCN1Cc1cnc(C)s1 (stereo not drawn),1.4,-7,12,29,2,-8,11,·,0,46,4
COc1ccc(NC(=S)N/C(=N/S(=O)(=O)c2ccc(C)cc2)c2ccccc2)cc1,-2.1,-10,-211,-119,1,-37,-57,1,-8,-32,-3
O=C(CN1CCC(c2nc3ccccc3[nH]2)CC1)Nc1ccc2c(c1)OCO2,1.5,-3,-2,8,-11,-3,-1,4,-4,13,0
Cc1ccc(C(=O)N/N=C2\SCC(=O)N2c2cc(C)ccc2C)cc1,-1.1,-5,-55,-93,8,-9,-14,0,2,-16,-11
O=C(Cc1ccccc1)Nc1nnc(-c2cccs2)s1,-3.1,-4,-127,-98,-7,-58,-35,-7,0,-77,6
CC(Sc1nnc(C(C)Oc2ccc(F)cc2)o1)C(=O)NCc1ccc2c(c1)OCO2 (stereo not drawn),2.8,-12,13,10,2,-15,-12,·,-2,·,0
Cc1ccc(-c2csc(NC(=O)Cn3[nH]c(=O)c4ccccc4c3=O)n2)cc1,1.1,-21,-151,-44,5,8,-8,-8,10,-1,52*
CN(C)c1ccc(N=Nc2nccs2)cc1,-4.6,-11,-8,-60,5,-157,-39,·,-10,·,-22
O=C(C1=C[C@@H](c2ccc(Br)cc2)C[C@@H](OCc2ccc(CO)cc2)O1)N1CCN(Cc2ccccc2)CC1,0.2,·,19,7,9,-7,-6,0,1,0,0
COc1ccc(-c2oc(=O)c3cc(OC)c(OC)cc3c2-c2ccc3c(c2)OCO3)cc1,-1.9,-11,-185,-98,-9,-3,-8,·,-1,-15,5
O=P1(O)CC2=C(CC=CC2)C1,-1.7,-13,13,8,-1,25,-6,·,4,·,4
Cc1ccc(CN(C)C(=O)c2cc(COc3ccc(F)cc3Cl)on2)o1,-1.7,-5,-242,-148,-2,-73,-30,5,-7,-26,-10
